Screens from PubChem BioAssay.
XiGFP reactiv: activators of X-chromosome reactivation in mouse fibroblasts | XiGFP mouse fibroblasts, % GFP-positive cells imaging, 3 d; cells co-treated with 5-aza-dC sensitizer; scaled so ellipticine positive control = 100% | activation, % at 7.58 µM | 360,000 tested, 0.055% active | AID 743238;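 active means mean normalized replicate activation at least 10% and every replicate at or above 10%; inconclusive means only one of the two criteria met; inactive means mean below 10% and not all replicates reach 10%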;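 further: 0% = median of on-plate neutral control wells and 100% = ellipticine 6 µM median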
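material = 68-5-11 XiGFP fibroblast line | medium = DMEM plus 5-aza-dC sensitizer | schedule = 3 days compound exposure | benchmarks = positive control ellipticine, 6 µM final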
ARNT TACC3 PPI: ARNT/TACC3 interaction disruption; inhibition, % at 9.99 µM; AID 623870; 390,000 tested, 0.66% active; AlphaScreen His-ARNT PAS-B/GST-TACC3 binding, luminescence; TACC3 fragment carries E629A point mutation;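 active means mean inhibition of replicates at least 50% and at least half of replicates each reaching 50%; inconclusive means half or more replicates reach 50% but mean below 50%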;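 further: 0% = complete ARNT plus TACC3 wells and 100% = ARNT alone without TACC3; many hits fall short of the cut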
ERp5 block: blocks human ERp5 reductase activity on insulin; ERp5 insulin aggregation, absorbance 650 nm, 90 min; inhibition, % at 9.99 µM; 350,000 tested, 0.05% active; AID 651711;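 active means mean replicate inhibition above about 25%, with every replicate also reaching it, limit read from the data, passing the limit was not always enough; inconclusive means only one of those two criteria met; inactive means neither criterion met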
Target sequence (Q15084 whole entry, looked up): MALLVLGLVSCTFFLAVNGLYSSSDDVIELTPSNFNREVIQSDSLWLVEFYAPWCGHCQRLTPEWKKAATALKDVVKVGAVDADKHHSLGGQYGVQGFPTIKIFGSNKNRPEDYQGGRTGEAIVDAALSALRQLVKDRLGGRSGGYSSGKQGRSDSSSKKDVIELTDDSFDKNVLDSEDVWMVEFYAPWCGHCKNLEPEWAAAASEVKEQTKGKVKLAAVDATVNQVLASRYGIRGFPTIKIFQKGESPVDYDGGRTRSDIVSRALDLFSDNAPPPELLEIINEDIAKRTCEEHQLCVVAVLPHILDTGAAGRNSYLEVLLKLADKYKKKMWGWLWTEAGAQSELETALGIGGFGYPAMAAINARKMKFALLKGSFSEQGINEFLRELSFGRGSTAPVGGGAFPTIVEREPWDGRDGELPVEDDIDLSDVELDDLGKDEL
F508del corr: correctors of CFTR F508del function in bronchial epithelial cells | activity (quench increase), % at 7.58 µM | AID 720511 | 350,000 tested, 0.36% active | CFBE cells, YFP halide quenching; stimulated with forskolin plus potentiator P3; % fluorescence drop versus neutral controls;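 active means mean added fluorescence quench of at least 8% versus neutral control, with both replicates also reaching 8%; inconclusive means only one of the mean or replicate conditions met; inactive means mean below 8% and not both replicates reaching 8%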;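 further: cells transiently co-express mutant CFTR-F508del with the halide-sensitive YFP; corrector assay measuring rescue of mutant channel to the surface after 24 h compound exposure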
INS-1E GSIS act: primary screen for activators of insulin secretion dependent on glucose, INS-1E cells, GLuc reporter luminescence | INS-1E GLuc reporter insulin secretion, 2-3 h | activation, % at 16.6 µM | 370,000 tested, 0.61% active | AID 743287;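 active means lowest replicate activation of at least 40%, so every replicate reaches that level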;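 further: 0% = median of neutral control wells and 100% = median of IBMX positive control wells; some compounds called inactive have numbers as strong as hits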
EWS-Fli block: EWS/Fli transcriptional activity inhibition; A673 NR0B1-luciferase reporter, viability-normalised; inhibition, % at 12.6 µM; 350,000 tested, 0.67% active; AID 651661;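 active means mean inhibition of at least 50% after viability correction, with every replicate also passing that limit; inconclusive means mean reaches 50% but only one of two replicates passes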;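 further: firefly luciferase signal divided by Alamar Blue viability fluorescence both relative to DMSO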
PAX8 inh HTS: inhibitors of PAX8 transcriptional activity in RMG-I cells; RMG-I TPO-luciferase reporter, SteadyGlo, 24 h; inhibition, % at 12.6 µM; AID 652154; 360,000 tested, 1.2% active;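 active means mean replicate inhibition at least 60% with every replicate also reaching 60%; inconclusive means only one of the two criteria is met; inactive means mean below 60% and not all replicates reaching 60%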;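 further: luciferase light reporting Pax8 driven TPO promoter activity; plate controls were median of neutral control wells for no effect and mitoxantrone controls for full effect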
DENV2 CPE rescue: DENV2-induced cell death inhibition; DENV2-infected cells, cytopathic effect rescue, plate reader; CPE inhibition, % at 9.99 µM; 350,000 tested, 1.7% active; AID 651640; in the data active means CPE inhibition above about 20%, passing the limit was not always enough; inconclusive means no clear call, values can overlap the other calls; tested in BHK-21 cells;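 further: 0% = median of neutral control wells and 100% = median of positive control wells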
The depositor's hits bear a star; ? = inconclusive; . = not tested or not shown; & = joins results of further samples. Random draw from the library (roughly 4.2% active in at least one column).

SMILES | XiGFP reactiv | ARNT TACC3 PPI | ERp5 block | F508del corr | INS-1E GSIS act | EWS-Fli block | PAX8 inh HTS | DENV2 CPE rescue
NC(=O)CC(NC(=O)Cc1ccc(Br)cc1)c1ccc(N2CCCCCCC2)c([N+](=O)[O-])c1 (stereo not drawn) | 0.1 | -2.2 | 4.4 | 0.3 | 7.5 | 3.7 | 21.7 | 10.3
COc1ccccc1C(=O)N/C(=C\c1cn(C)c2ccccc12)C(=O)N1CCOCC1 | 0.2 | 0.4 | -1.3 | 1.9 | . | 3.8 | 18.1 | 4.4
CCOc1ccc2oc(C(=O)OCC(=O)NC3CCCC3)c(C)c2c1 | 0.0 | -2.2 | -4.7 | -2.5 | . | -13.4 | -23.4 | 1.4
COc1ccccc1CCNC(=O)CSc1nc(-c2ccco2)cc(C(F)(F)F)n1 | 0.2 | -4.9 | -2.3 | -2.0 | -10.9 | -1.4 | 16.1 | -8.3
CC(=O)N1Cc2cc(C(=O)NCc3cccc(F)c3)nc(-c3cccc(C4=CCCC4)c3)c2[C@@H]1CCO | 0.1 | . | 1.4 | -0.2 | -11.6 | 9.6 | . | 3.2
Cc1ccccc1S(=O)(=O)N1CCCCN2[C@H](CO)[C@H](c3ccc(-c4cccc(F)c4)cc3)[C@@H]2C1 | 0.0 | 10.7 | 1.1 | 2.3 | 11.7 | -3.2 | 1.7 | -18.2
CCC(=O)N1C[C@@H](C)[C@@H](OC)CN(C)C(=O)c2ccc(NC(=O)C3CCCCC3)cc2OC[C@H]1C | 0.5 | -1.1 | 3.3 | . | 11.1 | 4.3 | -6.9 | -0.5
O=C(c1cccc(F)c1)N1CCCCN2[C@H](CO)[C@H](c3ccc(C#CC4(O)CCCC4)cc3)[C@H]2C1 | 0.4 | 0.0 | -0.7 | -2.3 | -6.8 | -8.7 | 7.3 | -3.7
O=S(=O)(Nc1nc2ccccc2nc1Cl)c1ccc2c(c1)OCCO2 | 0.0 | -2.3 | -1.0 | 0.7 | 16.8 | 10.9 | 5.8 | -6.1
CCOC(=O)c1c(S(=O)(=O)NCC(=O)Nc2ccc(F)cc2)c(C)n(C)c1C | 0.0 | . | -1.7 | 0.3 | . | -2.3 | 5.1 | -2.8
C[C@H]1CN([C@@H](C)CO)C(=O)Cc2cc(NS(=O)(=O)c3ccccc3)ccc2O[C@@H]1CN(C)C(=O)Nc1cccc2ccccc12 | 2.5 | 15.8 | 3.1 | -4.2 | -5.5 | 5.8 | -30.9 | -14.2
Cc1onc(-c2c(F)cccc2Cl)c1C(=O)NC(=S)Nc1c(C)n(C)n(-c2ccccc2)c1=O | 0.0 | -5.3 | 6.8 | 2.1 | -5.5 | 1.3 | 2.2 | -1.2
C[C@@H]1CN([C@H](C)CO)C(=O)c2cccc(NS(=O)(=O)c3cccs3)c2O[C@@H]1CN(C)C(=O)Nc1cccc2ccccc12 | 0.2 | 26.7 | -0.7 | 0.6 | 4.7 | 11.0 | . | 1.8
O=C(COC(=O)C1(c2ccccc2F)CCCC1)NCc1cccs1 | 0.0 | -5.7 | -1.6 | 1.1 | -16.7 | 10.3 | -5.3 | 8.0
O=C1Nc2ccccc2-n2nnnc2C1N1CCc2ccccc2C1 (stereo not drawn) | 0.2 | . | -3.8 | -1.5 | 7.5 | -7.2 | -5.7 | 3.6
CC1(C)CC(Cc2nc(=S)[nH][nH]2)C(=O)O1 (stereo not drawn) | 0.0 | -0.2 | -3.4 | 5.1 | -22.4 | -3.0 | -66.0 | -2.0
COc1ccccc1-c1ccc([C@@H]2[C@@H](C#N)N(C(=O)C3CCC3)[C@H]2CO)cc1 | -0.1 | -25.0 | 1.3 | -2.0 | 4.2 | -0.9 | 5.5 | 3.1
O=C(NCc1ccccc1)C1=C[C@@H](c2ccccc2)C[C@@H](OCCCCO)O1 | 0.1 | -3.4 | 1.8 | 1.7 | 0.0 | 3.4 | 1.3 | -9.3
CCCCC/C=C/C1=CC(=O)C[C@H](c2ccc(OC)cc2)C1 | 0.0 | -3.9 | 2.6 | 1.5 | -14.7 | -8.5 | -1.6 | -5.8
CCCOc1ccc(-c2nc3c(c(=O)[nH]c(=O)n3Cc3ccccc3)n2CCO)cc1OCC | 0.3 | . | 1.1 | -0.7 | -27.4 | 7.7 | 17.3 | 9.3
CN(C)S(=O)(=O)c1ccc(N2CCCC2)c(C(=O)NNC(=O)COc2ccc(Cl)cc2)c1 | 0.1 | -25.7 | -5.7 | 0.1 | -7.9 | 7.8 | 3.6 | 15.1
CC(C)(C)c1ccc(-c2n[nH]c(=S)n2CCCN2CCOCC2)cc1 | 0.0 | 3.2 | 0.3 | 4.8 | -0.7 | -8.6 | -3.3 | 14.6
COC(=O)CCC(=O)OC1(C)C(=O)C2=CN(C(CO)CO)C(c3ccc(OC)cc3)=CC2=C(Br)C1=O (stereo not drawn) | 0.1 | . | -3.0 | 0.1 | -12.6 | -14.1 | 9.7 | -12.4
Cc1ccc(C(=O)OCC(=O)N(CCc2ccccc2)Cc2ccccc2)cc1S(=O)(=O)N1CCOCC1 | -0.1 | -18.0 | 7.2 | -3.1 | -12.1 | 1.4 | -10.7 | -2.4
CCC(C)(C(=O)Nc1ccc(OC)cc1)N(C)C(=O)Cn1nnnc1N (stereo not drawn) | 0.0 | -2.4 | 0.4 | -1.7 | -3.3 | 7.6 | -4.7 | -5.2

The listing continues.
SMILES | XiGFP reactiv | ARNT TACC3 PPI | ERp5 block | F508del corr | INS-1E GSIS act | EWS-Fli block | PAX8 inh HTS | DENV2 CPE rescue
N#CC(c1ccccc1)c1ccc(=O)[nH]n1 (stereo not drawn) | 0.0 | 32.8 | -0.3 | . | 3.2 | 1.5 | -23.7 | -7.0
COCCOC(=O)N1C(=O)[C@@]2(c3cc(C#Cc4ccc(OC)cc4)ccc31)[C@H](C(=O)N1CCc3cc(OC)c(OC)cc3C1)[C@H]1C(=O)O[C@H](c3ccccc3)[C@H](c3ccccc3)N1[C@@H]2c1ccc(OCCO)cc1 | . | . | -0.2 | -2.5 | . | -7.6 | . | -3.9
Cc1ccccc1NS(=O)(=O)c1cc(C(=O)Nc2cccc([N+](=O)[O-])c2)ccc1C | 0.2 | -0.7 | -5.6 | . | -15.2 | -1.9 | 37.6 | -1.4
CC1=C(C(=O)OCc2ccccc2)C(c2ccccc2-c2ccccc2)NC(=O)N1CCCCCC(=O)O (stereo not drawn) | -0.2 | 1.8 | -2.3 | -1.5 | 0.1 | 6.4 | -7.6 | -0.8
C[C@@H]1CN([C@@H](C)CO)S(=O)(=O)c2ccc(-c3cccnc3)cc2O[C@H]1CN(C)C(=O)C1CCCCC1 | -0.1 | 3.9 | 7.0 | -1.5 | -5.8 | 4.9 | . | -8.1
CCOC(=O)C[C@H]1c2cc(F)ccc2S(=O)(=O)N1c1ccccc1 | 0.0 | -0.9 | -5.4 | -2.1 | -12.6 | -1.9 | 3.5 | -6.7
C[C@@H]1CN([C@H](C)CO)C(=O)c2cc(C3=CCCC3)cnc2O[C@@H]1CN(C)C(=O)Cc1ccncc1 | -0.1 | -2.4 | 0.2 | -3.3 | 3.8 | -5.5 | -19.7 | 8.1
Cc1noc(C)c1S(=O)(=O)N(C)C[C@H]1Oc2ccc(NC(=O)NC(C)C)cc2CC(=O)N([C@H](C)CO)C[C@H]1C | 0.2 | 3.2 | -2.4 | -3.4 | 19.9 | -5.8 | 1.4 | 11.9
CC(C)NC(=O)Nc1ccc2c(c1)C(=O)N([C@H](C)CO)C[C@H](C)[C@@H](CN(C)Cc1ccc(C(=O)O)cc1)OCCCC[C@H](C)O2 | 0.2 | -0.8 | -2.0 | -2.9 | 41.0 | -2.5 | 6.5 | -5.2
C[C@@H]1CN([C@@H](C)CO)C(=O)c2cc(C#Cc3ccc(F)cc3)cnc2O[C@@H]1CN(C)C(=O)c1ccccc1F | -1.2 | 12.7 | 2.4 | -1.6 | -24.7 | -21.8 | -0.1 | 1.1
Cc1ccc(S(=O)(=O)N2C[C@H]3C(=O)C[C@@H](c4ccccc4F)N(S(=O)(=O)c4ccc(C)cc4)[C@H]3C[C@H]2c2cccc3ccccc23)cc1 | 0.0 | . | 2.5 | -1.9 | -7.1 | -1.4 | 25.6 | ?
COC(=O)C1=C(NC(C)=O)CCS1 | 0.0 | -29.0 | . | . | -13.3 | . | 5.0 | .
Cc1noc(C)c1NC(=O)Nc1ccc2c(c1)C(=O)N([C@@H](C)CO)C[C@H](C)[C@@H](CN(C)S(C)(=O)=O)OCCCC[C@H](C)O2 | 0.0 | -4.6 | -1.3 | -2.1 | 13.2 | -4.9 | . | 4.2
O=S(=O)(NC1CCSc2ccccc21)c1ccc(Cl)nc1 (stereo not drawn) | 0.0 | -2.0 | 1.9 | -1.7 | -2.9 | -4.9 | 4.9 | -3.7
C[C@H](CO)N1C[C@H](C)[C@@H](CN(C)C(=O)NC2CCCCC2)Oc2ccc(NS(=O)(=O)c3ccccc3)cc2C1=O | 0.0&0.0 | 2.2&-2.5 | 0.0&-0.3 | 0.0&-0.4 | -0.8&-2.5 | -1.8&-13.4 | -2.5&2.9 | 0.3&1.1
CCCNC(=O)C[C@H]1C[C@H]2c3cc(NC(=O)Nc4ccccc4F)ccc3O[C@H]2[C@@H](CO)O1 | 0.1 | -3.3 | 0.5 | 1.2 | -1.4 | -11.9 | -24.9 | 0.9
CC(C)NC(=O)N1CCCCN2[C@H](CO)[C@@H](c3ccc(C#Cc4ccccc4F)cc3)[C@@H]2C1 | 0.2 | 2.3 | 5.4 | -0.8 | -4.0 | -14.3 | -11.6 | 9.2
COC(=O)c1ccc(NC(=O)N2CCCC(C(=O)c3ccccc3OC)C2)cc1 (stereo not drawn) | 0.1 | -0.7 | 2.8 | . | 0.5 | 1.8 | 12.8 | ?
CCC(=O)N1CCN(c2ccc(NC(=O)c3ccco3)cc2Cl)CC1 | 0.9 | -8.4 | 3.7 | 1.6 | 18.6 | . | -16.8 | -4.2
CCOc1ccc(Nc2nc3ccccc3n2C)cc1 | 0.2 | 5.6 | 3.9 | -0.8 | -1.8 | -104.4 | -164.8 | 18.3
COc1ccc(C(=O)N/N=C/c2c(C)[nH]c(=O)[nH]c2=O)cc1 | 0.1 | 37.7* | -1.3 | -0.8 | 0.9 | -4.3 | -0.5 | -1.5
COc1ccc(/C=C2\SC(=S)N(CCC(=O)NCCc3ccc(O)cc3)C2=O)cc1 | 0.1 | 24.4 | -0.3 | 2.8 | 3.0 | 12.3 | 11.7 | 7.0
C=CCN1c2ccc(Br)cc2C(=O)CS1(=O)=O | 0.1 | -5.0 | -3.1 | 1.7 | -6.6 | -102.1 | -152.9 | ?
O=C(C[C@H]1C=C[C@H](NC(=O)Nc2ccc(C(F)(F)F)cc2)[C@H](CO)O1)NCCN1CCCC1 | 0.0 | . | -2.1 | -2.5 | -11.7 | -28.1 | -17.5 | -0.9
Cc1nnc(NC(=O)CSc2nnc(CNC(=O)c3ccc(S(=O)(=O)N(C)C)cc3)o2)s1 | -0.2 | 63.5* | 4.6 | 1.5 | 7.4 | 5.8 | -7.3 | 5.3
